VP16 counter: inhibits Gal4-VP16 luciferase reporter, ROR gamma counter-screen | Drosophila S2 Gal4-VP16 UAS-luciferase, luminescence, 20 h | Potency, µM (titrated, usually from 53.6 µM), without a hit: at the highest dose activity, negative = inhibition, usual class: inhibitors | 3.5% of 310,000 active;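 further: Gal4-VP16 expression switched on by copper sulfate through the metallothionein promoter; potency means the concentration at half of the fitted maximal effect; on the % scale 0 is the no-effect control and ±100 the full control effect; nearly all actives have a fitted effect of over 50% in size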
NPC1 prom act: activators of NPC1 promoter; Huh7 NPC1 promoter luciferase reporter, 24 h; Potency, µM (titrated, usually from 9.22 µM), for inactives: at the highest dose activation, hits mostly activators; 2.4% of 320,000 active;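 further: potency means the concentration at half of the fitted maximal effect; % of control where 0% means no effect; nearly all actives have a fitted effect of over 60% in size; reporter is driven by a mutant NPC1 promoter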
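Huh7 cells stably carrying NPC1 promoter–luciferase, plated in Opti-MEM with 10% FBS for 2 h, were exposed to compound in DMSO for 24 h at 37 °C; luciferase reagent was added for 10 min and luminescence read.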
Rab9 promoter act: Rab9 promoter activation. Huh7 Rab9 promoter-luciferase reporter, luminescence, 24 h. Potency, µM (titrated, usually from 9.22 µM), without a hit: at the top dose activation, negative = inhibition, most hits filed as activators. 2.8% of 320,000 active; further: potency means the concentration at half of the fitted maximal effect; % of control where 0% means no effect; nearly all actives have a fitted effect of over 60% in size
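Using Huh7 cells stably transfected with Rab9 promoter–luciferase, compounds were incubated 24 h at 37 °C, 5% CO2; luciferase luminescence was read 10 min after reagent addition.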
Tb PFK inh: T. brucei PFK enzyme inhibition; O15648; T. brucei PFK, ADP-Glo luminescence; Potency, µM (doses to about 57.5 µM), for inactives: top-dose activity, negative = inhibition, actives largely listed as inhibitors; 0.17% of 330,000 active; AID 485367;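 further: potency means the concentration at half of the fitted maximal effect; 0% = uninhibited 1x PFK enzyme wells and -100% = no-enzyme wells; nearly all actives have a fitted effect of over 60% in size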
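Activity is normalized to no-enzyme wells (full inhibition) and 1.25 nM enzyme wells (no inhibition). Reaction: 0.5 mM F6P, 0.1 mM ATP, 45 min RT, ADP-Glo luminescence; concentration-response curves fitted and classed by quality.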
ELG1 genotox: inducers of genotoxicity in HEK293T ELG1-luciferase cells. Potency, µM (highest dose often 46 µM), for the others: at the top dose activity change, positive = activation, most hits filed as activators. 1.3% of 330,000 active. HEK293T ELG1-luciferase reporter, luminescence, 16 h. AID 504466; further: potency means the concentration at half of the fitted maximal effect; % of control where 0% means no effect; nearly all actives have a fitted effect of over 60% in size
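Cells (2,000/well) expressing the ELG1-luciferase fusion are dosed by pin tool and kept 16 hr at 37 °C, 5% CO2. Signal comes from ONE-Glo luciferase reagent after 30 min at room temperature.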
BRCA1 expr act: increases BRCA1 expression; MCF7-BRCA1-FFLuc reporter, luminescence, 48 h; response scale: scaled: vehicle 0%, 10 µM genistein 100%; Potency, µM (highest dose often 46.1 µM), without a hit: top-dose activation, actives largely listed as activators; 1.1% of 380,000 active; AID 624202; further: potency means the concentration at half of the fitted maximal effect; nearly all actives have a fitted effect of over 80% in size; some results filed as inactive show a strong effect at the top dose
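Luminescence from a BRCA1-driven firefly luciferase in MCF7 cells was read after 48 h compound exposure at 37 C. Data normalized against DMSO and a 10microM genistein activation control, then curve-fitted across the titration.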
RORg inh: blocks mouse ROR gamma transcriptional activity; P51450; Potency, µM (doses to about 53.6 µM), for the others: at the highest dose activity change, negative = inhibition, most hits filed as inhibitors; Drosophila S2 Gal4-RORgamma UAS-luciferase reporter, 20 h; 5.4% of 310,000 active; further: potency means the concentration at half of the fitted maximal effect; on the % scale 0 is the no-effect control and ±100 the full control effect; nearly all actives have a fitted effect of over 60% in size
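Read-out: Photinus luciferase luminescence; inhibitors lower reporter signal. Insect Schneider cells with Gal4-ROR gamma fusion under metallothionein promoter, UAS reporter; 700 uM final copper sulfate induction, 20 hr, ambient temperature.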
p53 reactivator: re-activators of mutant p53; H1299 p53-A138V BP100-luciferase reporter, luminescence, 24 h; Potency, µM (titrated, usually from 92.2 µM), for inactives: top-dose activity change, positive = activation, most hits filed as activators; 0.063% of 320,000 active; further: potency means the concentration at half of the fitted maximal effect; % of control where 0% means no effect; nearly all actives have a fitted effect of over 45% in size
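p53-null H1299 cells stably carrying temperature-sensitive p53-A138V and a BP100-luciferase reporter were pinned with compounds (4-point, 1:5 series) and held 24 hrs at 37 deg C. Luminescence was read 10 min after detection reagent.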
FLuc counter: inhibits or activates purified firefly luciferase, miR-21 counter-screen; P08659; purified FLuc, Km substrates, luminescence inhibition; Potency, µM (top dose mostly 57.5 µM), without a hit: at the highest dose activity change, negative = inhibition, most hits filed as inhibitors; 6.9% of 360,000 active;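 further: potency means the concentration at half of the fitted maximal effect; plate controls were vehicle for no effect and reference inhibitor for full effect; nearly all actives have a fitted effect of over 55% in size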
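Biochemical qHTS of compounds, final roughly 60 µM downward over six points, against 10 nM purified firefly luciferase using Km concentrations of substrates (10 uM D-luciferin, 10 uM ATP) in Tris acetate pH 7.5 buffer; luminescence output.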
TRPV1 agonist: agonists of human vanilloid receptor 1 (TRPV1); Q8NER1; TRPV1-expressing cells, Fluo-8 calcium influx, agonist mode; activation, % at 8.33 µM; 0.19% of 320,000 active; in the data active means activation above about 80%; inconclusive means between about 30% and that limit; further: 0% is about no effect
Target sequence (Q8NER1 whole entry, looked up): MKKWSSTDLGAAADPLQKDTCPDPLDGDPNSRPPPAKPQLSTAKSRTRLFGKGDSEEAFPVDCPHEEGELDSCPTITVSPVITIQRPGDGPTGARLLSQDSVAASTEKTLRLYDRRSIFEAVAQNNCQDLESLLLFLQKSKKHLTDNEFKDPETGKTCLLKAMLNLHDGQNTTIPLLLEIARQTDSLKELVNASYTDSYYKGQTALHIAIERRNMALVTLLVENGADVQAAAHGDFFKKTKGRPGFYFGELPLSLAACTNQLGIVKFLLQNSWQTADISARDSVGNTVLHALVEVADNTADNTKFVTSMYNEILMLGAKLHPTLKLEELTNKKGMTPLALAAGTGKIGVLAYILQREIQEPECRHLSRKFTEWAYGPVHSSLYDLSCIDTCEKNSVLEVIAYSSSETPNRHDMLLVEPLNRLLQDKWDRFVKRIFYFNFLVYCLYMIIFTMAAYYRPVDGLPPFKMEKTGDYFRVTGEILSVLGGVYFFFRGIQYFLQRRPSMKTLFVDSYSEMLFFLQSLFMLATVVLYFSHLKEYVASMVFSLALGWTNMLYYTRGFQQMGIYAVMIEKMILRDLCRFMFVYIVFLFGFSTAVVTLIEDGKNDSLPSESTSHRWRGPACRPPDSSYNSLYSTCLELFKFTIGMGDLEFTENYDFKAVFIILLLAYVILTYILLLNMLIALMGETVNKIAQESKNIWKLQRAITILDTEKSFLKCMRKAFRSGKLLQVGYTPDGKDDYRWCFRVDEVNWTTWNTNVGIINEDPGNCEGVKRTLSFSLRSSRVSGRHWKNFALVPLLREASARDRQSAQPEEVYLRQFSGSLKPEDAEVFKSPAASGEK
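Fluo-8 calcium influx in TRPV1-expressing cells, kinetic read (ex 480/em 520 nm). Compound added and read 3 min for agonist activity, followed by capsaicin at EC20 final and 2 min further read for enhancement.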
ELG1 repair inh: ELG1-dependent DNA repair inhibition; HEK293T ELG1-luciferase reporter, luminescence, 16 h; DNA damage induced by 5-fluorouridine; Potency, µM (titrated, usually from 46.1 µM), for the others: top-dose activity change, negative = inhibition, usual class: inhibitors; 2.3% of 330,000 active; AID 504467; further: potency means the concentration at half of the fitted maximal effect; on the % scale 0 is the no-effect control and ±100 the full control effect; nearly all actives have a fitted effect of over 55% in size
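In this reporter screen, reduction of luminescence relative to DMSO vehicle indicated activity. Compounds and 5-fluorouridine were added together to 2,000 cells per well, incubated for 16 hr at 37 °C, then developed with ONE-Glo.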
Starred values were filed as active, the others as inactive; ? = inconclusive; / = not tested or not shown; & = joins results of further samples; ! = not confirmed by another sample; [ ] = another dose, or the depositor's remark. Unless noted, the call rests on the fitted dose curve; in most records, active means well fitted curve in the direction sought with a large enough effect; inconclusive means small, poorly fitted or top-dose-only effect, or another doubt; inactive means no such curve, though single readings can be large; an effect the other way counts as inactive or inconclusive.

SMILES | VP16 counter | NPC1 prom act | Rab9 promoter act | Tb PFK inh | ELG1 genotox | BRCA1 expr act | RORg inh | p53 reactivator | FLuc counter | TRPV1 agonist | ELG1 repair inh
CC1(C)SC(=S)N(/N=C/c2ccccc2O)C1N(O)C(=O)Nc1ccccc1 (stereo not given) | ? | 0% | -1% | 1% | -7% | -42% | 18µM* | 16% | -1% | 1 | ?
CCc1cccc(NS(=O)(=O)c2ccc3c(c2)NC(=O)C(C)S3)c1 (stereo not given) | ? | 2% | -9% | 1% | -7% | -33% | 40% | -9% | 2% | 20 | -9%
C/C(=N\Nc1ccc(Cl)cc1)c1c(O)cc(C)oc1=O | -10% | 23% | -2% | -1% | 21% | -28% | 0% | 6% | ? | 3 | ?
Cc1cc(CN2C(=O)c3ccccc3C2=O)no1 | -9% | 0% | 1% | -2% | 0% | 24% | -17% | -2% | 0% | 7 | 7%
O=C(c1ccccc1)c1ncc[nH]1 | 30% | 14% | 10% | -5% | 10% | 81% | 17% | 5% | -7% | -2 | ?
O=C(CSc1ccc(Cl)cc1)N1CCCC1 | -7%[10 µM] | 15% | ? | -14% | ? | ? | 14% | 5% | ? | 22 | ?
CCc1ccc(NC(=O)C/C(C)=N/NC(=O)OCc2ccc(OC)cc2)cc1 | 12% | 2% | 5% | -1% | 4% | 37% | ? | -3% | -11% | 3 | 18%
Cn1c(N)c(C(=O)COC(=O)CCc2ccccc2)c(=O)n(C)c1=O | 6% | -4% | -4% | -2% | -6% | -13% | 23% | 0% | 1% | 1 | -2%
COc1ccc(NC(=O)C2CCN(C(=O)C3CC(=O)N(c4ccc(C)cc4)C3)CC2)cc1 (stereo not given) | 7% | -4% | 3% | 14% | 0% | -23% | 23% | -10% | -1% | ? | 11%
C[C@H](NC(=O)N1CCn2c1nc1ccccc12)C(=O)NCc1ccccc1 | 1% | -18% | 8% | -2% | -1% | -4% | -3% | -4% | 2% | -6 | 9%
Cc1ccccc1C(=O)Nc1nnc(S(=O)(=O)N2CCCCCC2)s1 | -2% | -7% | 0% | 1% | 0% | 11% | ? | 16% | 13µM*! | 4 | ?
Cc1ccc(F)cc1S(=O)(=O)NCc1ccc(N2CCN(C)CC2)cc1 | -2% | 0% | 18% | 0% | -3% | 7% | -13% | 1% | -2% | -3 | -1%
N#C/C(=C\C1CC2C=CC1C2)c1nc2ccccc2[nH]1 (stereo not given) | 20% | -2% | 0% | 2% | ? | -40% | 5% | 25% | ? | 2 | -3%
O=C(CCc1nc2sc3c(c2c(=O)[nH]1)CCCC3)NCCOc1ccccc1 | / | -2% | -2% | 1% | 0% | -44% | / | 4% | -2% | 3 | 9%
O=C(OC(C(=O)NCc1ccccc1)c1ccccc1)c1ccco1 (stereo not given) | -10% | -4% | -4% | 0% | 2% | -1% | 11% | -1% | -1% | -1 | 17%
Clc1ccc(-c2c[n+](Cc3ccc(Cl)cc3Cl)c3n2CCCCC3)cc1 | 11µM* | -12% | -19% | 2% | -12% | -59% | -40% | 3% | 0% | 8 | ?
COc1ccccc1C(=O)NCCC(=O)N(C)CC(=O)Nc1ccccc1Br | / | 0% | -6% | -3% | 4% | 1% | / | -7% | 5% | -2 | 8%
CC(=O)c1cccc(NC(=O)c2ccc(S(=O)(=O)N3CCCC3)cc2)c1 | 1% | -5% | -1% | -4% | -3% | -15% | 43% | -12% | -1% | ? | 7%
Cc1cc(-c2n[nH]c(=S)n2/N=C/c2ccc(Br)s2)n[nH]1 | -7% | 1% | -11% | 1% | -2% | -30% | -8% | 1% | 1% | 0 | -4%
OCCN(Cc1ccccc1)Cc1ccc(C(F)(F)F)cc1 | -13% | 3% | 2% | 0% | -1% | -6% | -20% | 2% | 1% | 27 | 19%
CCSc1nc2sc3c(c2c2[n+]1CC(CBr)O2)CCCC3 (stereo not given) | -29% | 1% | -2% | 3% | 3% | 1% | ? | 4% | ? | 27 | ?
COC(=O)c1ccc(-n2nnnc2SCC(=O)Nc2ccccc2F)cc1 | ? | 2% | 6% | 0% | 0% | -1% | ? | ? | 0% | 1 | -12%
COc1cccc(OC)c1OCCCCN1CCCC1 | -11% | 4% | 2% | -1% | -1% | -13% | 0% | 1% | -2% | -2 | -4%
O=C(N/N=C\c1cn[nH]c1-c1ccccc1)c1cccnc1 | 9% | -3% | -6% | 1% | -2% | -16% | -8% | -5% | ? | -3 | 2%
CC(=O)c1ccc(-c2nnc(CCC(=O)N(C)Cc3c(C)nc4ccccn34)o2)s1 | -4% | 2% | 5% | 2% | -4% | -4% | 14% | 1% | -4% | 12 | -8%
C/C(=N/NC(=O)CN1CCN(S(=O)(=O)c2ccc(Br)cc2)CC1)c1cccnc1 | -16% | -3% | 1% | 1% | -13% | 13% | 1% | -3% | 2% | 0 | -29%
O=C(NCc1ccc2c(c1)OCO2)C1CCCN(C(=O)c2ccc(Cl)cc2)C1 (stereo not given) | -1% | 0% | 0% | 0% | -3% | -18% | 4% | 3% | 0% | 2 | -16%
NS(=O)(=O)c1cccc(NC(=O)c2ccc3nc[nH]c3c2)c1 | -5% | -5% | -6% | -14% | -1% | -13% | 2% | -2% | 19µM* | 2 | -5%
CC(=O)c1c(C)[nH]c(C(=O)NC2CCSc3ccccc32)c1C (stereo not given) | -16% | -4% | -6% | 0% | -3% | -19% | 20% | -19% | -4% | 3 | 5.8µM*
CCN(Cc1nc(-c2ccccc2)no1)C(=O)COc1cccc(OC)c1 | ? | -1% | 2% | -19% | -3% | -30% | ? | 7% | -4% | 0 | -23%
O=C1C2C3C=CC(C4CC34)C2C(=O)N1/N=C/c1ccc(-c2cccc([N+](=O)[O-])c2)o1 (stereo not given) | -13% | 4% | 2% | -7% | -4% | -25% | -6% | -11% | ? | 2 | ?
COc1ccc(C(C(=O)NCC2CCCO2)N(C(=O)Cn2nnc3ccccc32)c2ccc(NC(C)=O)cc2)cc1OC (stereo not given) | 8% | 7% | -4% | -15% | 2% | 18% | -7% | -1% | -2% | -2 | 23%
CC(C)Cn1c(=O)c2c(nc3n2CCCN3Cc2ccccc2)n(C)c1=O | 5% | -1% | 2% | 1% | -4% | -41% | 15% | -5% | 2% | 12 | ?
COc1cc(C(=O)O/N=C(\N)Cc2ccc([N+](=O)[O-])cc2)cc(OC)c1OC | ? | -5% | 1% | -6% | 16% | -63% | -18% | ? | -1% | 4 | ?
O=C(/C=C\c1ccccc1)Oc1cccc2cccnc12 | 3.2µM* | 1% | -5% | -3% | -5% | -57% | 1.4µM* | -4% | ? | -4 | ?
O=[N+]([O-])c1cccc(/C=C/c2nc3ccc([N+](=O)[O-])cc3[nH]2)c1 | 4% | 29% | ? | -9%[0.46 µM] | 0% | -64%[inhibitor] | ? | -23% | -20% | 28 | 0%
COCCNC(=O)c1c[nH]n2c(=O)cc(C3CCN(C(=O)OC(C)(C)C)CC3)nc12 | 7% | -5% | 2% | 2% | -2% | 33% | 19% | -1% | 5% | 4 | 6%
CCN1C(=NCc2cc(OC)c(OC)c(OC)c2)N[C@@H](c2ccccc2)C(C(=O)OC)=C1C | 0% | -3% | 0% | -2%&0% | 2% | -7% | -15% | 2% | 2% | 3 | ?
Cc1ccc(C(=O)N/C(=C\c2ccccc2)C(=O)NCCN2CCOCC2)cc1 | -10% | 2% | 2% | 0% | -1% | -7% | -22% | 1% | 0% | 6 | 16%
CCNc1ccc(C2(O)C(=O)c3ccccc3C2=O)cc1 | 6% | 3% | 7% | 0% | 2% | 11% | 4% | 4% | 0% | -9 | 12%
NC(=S)N/N=C/c1ccc(-c2ccc(Cl)c(Cl)c2)o1 | 2µM* | 0% | 16% | 6% | 3% | -39% | 2.5µM* | 20% | ? | -1 | ?
COc1ccc(-c2nc(SC(CC(=O)NCCO)c3cccs3)n[nH]2)cc1 (stereo not given) | -15% | 0% | -7% | 0% | -4% | -9% | 5% | -2% | -7% | 1 | 6%

Record cards, from the list above. Order of values: VP16 counter, NPC1 prom act, Rab9 promoter act, Tb PFK inh, ELG1 genotox, BRCA1 expr act, RORg inh, p53 reactivator, FLuc counter, TRPV1 agonist, ELG1 repair inh
O=[N+]([O-])c1cccc(/C=C/c2nc3ccc([N+](=O)[O-])cc3[nH]2)c1 in the list: 4%, 29%, ?, -9%[0.46 µM], 0%, -64%[inhibitor], ?, -23%, -20%, 28, 0%
Cc1cc(CN2C(=O)c3ccccc3C2=O)no1 in the list: -9%, 0%, 1%, -2%, 0%, 24%, -17%, -2%, 0%, 7, 7%

No enrichment for hits. Share with any hit: about 15%.
